# Bioassay records as filed in PubChem BioAssay.
# hgDAF12 agonist = hgDAF-12 agonism, primary luciferase screen; HEK293 GAL4-hgDAF12 UAS-luciferase reporter, agonist luminescence; normalized to butyrate control; activation, % at 6.8 µM; 370,000 tested, 1.8% active;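 active = activation above a cutoff set at the mean of all screened compounds plus 3 SD, cut at about 10% in these data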;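 note: 0% = DMSO wells and 100% = sodium butyrate wells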
# DAX1 inh-1 = NR0B1 (DAX1) inhibition. P51843. HEK293 Gal4-DAX1 luciferase reporter, luminescence. inhibition, % at 6.75 µM. 340,000 tested, 0.99% active. AID 504766;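 active = inhibition above the mean over all tested compounds plus 3 SD, cut at about 4.2% in these data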;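 note: 0% = DAX1-transfected cells with DMSO and 100% = empty-vector control cells with DMSO; inhibition shows as a rise in luminescence from relieved DAX1 repression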
# ssDAF12 agonist = activators of S. stercoralis DAF-12 nuclear receptor | HEK293 ssDAF-12/GRIP1 lit1-tk-luc reporter, luminescence; % of 3 µM dafachronic acid response | activation, % at 6.8 µM | 370,000 tested, 1% active | AID 652126;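 active = activation above the mean over all tested compounds plus 3 SD, cut at about 0.9% in these data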;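 note: 0% = DMSO-only wells and 100% = 3 µM delta7-dafachronic acid wells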
# sPLA2-III inh = Blocks human group III sPLA2 activity; Q9NZ20; QFRET BODIPY PC-A2 liposome hydrolysis, fluorescence; inhibition, % at 12.2 µM; 370,000 tested, 0.56% active; AID 743126;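 active = inhibition above mean plus 3 SD of compounds lying within the high and low control bounds, cut at about 19% in these data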;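 note: 0% = median of test compound wells and 100% = no enzyme DMSO wells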
# Target sequence (Q9NZ20 whole entry, looked up): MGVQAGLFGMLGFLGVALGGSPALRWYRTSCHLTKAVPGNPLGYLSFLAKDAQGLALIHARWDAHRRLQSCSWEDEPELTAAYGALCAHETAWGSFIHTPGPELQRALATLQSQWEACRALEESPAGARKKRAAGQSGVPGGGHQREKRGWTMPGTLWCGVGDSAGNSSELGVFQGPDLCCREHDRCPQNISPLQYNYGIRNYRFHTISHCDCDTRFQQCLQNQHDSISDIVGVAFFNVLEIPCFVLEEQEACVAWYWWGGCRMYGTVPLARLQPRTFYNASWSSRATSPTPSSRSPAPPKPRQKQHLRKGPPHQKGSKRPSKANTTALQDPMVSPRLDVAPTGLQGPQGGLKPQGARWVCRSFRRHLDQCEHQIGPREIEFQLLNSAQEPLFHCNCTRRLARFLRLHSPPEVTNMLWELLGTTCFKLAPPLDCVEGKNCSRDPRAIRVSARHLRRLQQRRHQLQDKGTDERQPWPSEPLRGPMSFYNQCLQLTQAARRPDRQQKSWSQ
# PG9 binder = PG9 antibody binding by small molecule; inhibition, % at 6.7 µM; TR-FRET gp120-PG9 antibody binding; 360,000 tested, 0.43% active; AID 624416; in the data active = inhibition above about 8.5%
# PLCb3 inh = PLC-beta3 (human) inhibition, primary screen; Q01970; Purified PLC-beta3, fluorogenic substrate, fluorescence; inhibition, % at 12.2 µM; 370,000 tested, 0.18% active; AID 720704; in the data active = inhibition above about 11%;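 note: 0% = median of compound wells on plate and 100% = full blocker control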
# DAX1 inh-2 = DAX1 (NR0B1) inhibition, primary screen. inhibition, % at 6.8 µM. HEK293T StAR-luciferase reporter, SF-1/DAX-1 repression relief. 370,000 tested, 1.1% active. AID 652010;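 active = inhibition above the mean over all tested compounds plus 3 SD, cut at about 3.6% in these data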;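 note: 0% = DAX-1 cells with DMSO and 100% = cells lacking DAX-1 with DMSO; higher inhibition means more luminescence from relief of DAX-1 repression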
# hcDAF-12 act = H. contortus DAF-12 activation, primary screen. 370,000 tested, 1.4% active. HEK293 hcDAF-12 lit1-tk-luc reporter, luminescence; 0% DMSO, 100% Δ7-dafachronic acid. AID 652067. activation, % at 6.8 µM;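 active = activation above the mean of all tested compounds plus 3 SD, cut at about 5.5% in these data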;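 note: 100% = response to 3 µM Δ7-dafachronic acid high control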
# FXN GAA850 act = activators of GAA850 frataxin (FXN) promoter; HEK293 lucGAA850 FXN promoter luciferase reporter, 24 h; percent of 10 µM SAHA response; activation, % at 6 µM; 360,000 tested, 0.56% active; AID 540364;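 active = activation above the average of all compounds screened plus 3 SD, cutoff fixed separately per campaign, cut at about 7.5% in these data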;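 note: 0% = DMSO wells and 100% = 10 µM SAHA wells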
# SMARCA2 act = SMARCA2 function activation, primary screen; AID 652017; 370,000 tested, 1% active; activation, % at 9.1 µM; MG213 cells, MMTV-luciferase reporter, dexamethasone, overnight; in the data active = activation above about 7.8%;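 note: 0% = vehicle wells and 100% = reference activator wells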
# NR1D1 modulator = Rev-erb alpha (human) modulation. P20393. Rev-erbα–FITC-DNA binding, fluorescence polarization, 90 min. activity, % at 10 µM. 370,000 tested, 0.79% active;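 active = activity above about 14%, limit read from the data; passing the limit was not always enough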;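 note: 0% = DMSO wells with 35 nM protein and 100% = DMSO wells with 750 nM protein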
# Target sequence (P20393 whole entry, looked up): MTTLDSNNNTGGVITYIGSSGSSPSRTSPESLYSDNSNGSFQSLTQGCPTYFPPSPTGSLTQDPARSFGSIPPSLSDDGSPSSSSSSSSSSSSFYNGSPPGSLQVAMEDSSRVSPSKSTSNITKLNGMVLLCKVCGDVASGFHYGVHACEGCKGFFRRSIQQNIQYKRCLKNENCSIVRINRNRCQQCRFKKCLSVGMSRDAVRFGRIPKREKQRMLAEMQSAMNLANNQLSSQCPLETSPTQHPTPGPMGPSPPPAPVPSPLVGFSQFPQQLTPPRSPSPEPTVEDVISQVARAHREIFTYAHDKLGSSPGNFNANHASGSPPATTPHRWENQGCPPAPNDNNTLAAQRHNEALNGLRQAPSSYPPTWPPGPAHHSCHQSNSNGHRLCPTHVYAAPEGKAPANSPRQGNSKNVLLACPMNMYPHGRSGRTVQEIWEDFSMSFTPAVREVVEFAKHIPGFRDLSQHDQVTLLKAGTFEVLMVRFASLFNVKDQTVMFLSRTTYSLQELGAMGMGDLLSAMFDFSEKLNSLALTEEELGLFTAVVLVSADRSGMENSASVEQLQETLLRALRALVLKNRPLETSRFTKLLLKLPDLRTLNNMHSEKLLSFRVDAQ
# Starred values were filed as active, the others as inactive; i = inactive; / = not tested or not shown.
1) COCc1ccc(C(=O)N2CCCC(N(C)Cc3ccccc3)C2)s1 (stereo unspecified)
2) c1cnc2ccc(C(c3nnnn3C3CCCC3)N3CCN(c4nc5ccccc5s4)CC3)cc2c1 (stereo unspecified)
3) Cc1ccccc1NC(=S)NCc1cccn1C
4) O=C1N=c2ccccc2=C1c1sc(NS(=O)(=O)Cc2ccccc2)nc1O
5) C/C(=N/NC(=O)CCC(=O)Nc1ccc(Br)cc1)c1ccc(Br)cc1
6) CCCCNC(=O)COC(=O)c1ccc(C)c(NC(=O)c2ccco2)c1
7) O=C(c1cccs1)N1N=C(c2ccccc2)CC1c1ccccc1O (stereo unspecified)
8) CCc1ccc(NC(=O)c2sc3nc4n(c(=O)c3c2C)CCC4)cc1
9) CC(Nc1ccc2c(c1)OCCO2)C(=O)N1CCc2ccccc21 (stereo unspecified)
10) COCCN1Cc2cccc(C(=O)NCc3cccnc3)c2C1=O
entry no.	1	2	3	4	5	6	7	8	9	10
hgDAF12 agonist	-1.3	-3.3	1.4	1.7	0.8	-3.4	-1.1	1.8	2.2	-1.7
DAX1 inh-1	-1.0	-1.1	0.2	3.0	0.2	0.2	-0.7	0.4	-0.6	0.8
ssDAF12 agonist	-1.3	-1.2	-1.1	-0.6	-1.6	-1.5	-1.4	-0.7	-1.0	-0.3
sPLA2-III inh	-9	-15	2	-6	-3	2	-40	1	-1	3
PG9 binder	-1.7	0.4	-3.2	-2.7	-1.0	-0.2	-1.7	0.9	-1.6	0.9
PLCb3 inh	-8	-2	-26	-12	-1	0	-28	-13	3	4
DAX1 inh-2	-0.1	-1.1	0.1	0.4	0.0	0.2	-0.4	-0.2	0.0	1.5
hcDAF-12 act	2.4	-3.1	-0.7	0.8	0.5	-0.5	-1.2	1.8	-1.7	1.7
FXN GAA850 act	1.5	-2.9	2.8	2.2	0.2	2.7	2.1	2.0	4.5	0.2
SMARCA2 act	-1	0	4	-4	1	-2	-3	1	1	3
NR1D1 modulator	-3	-5	-2	-5	-4	-4	0	-7	4	-4

# 3 compounds from above, sorted by molecular weight, lowest first.
3) Cc1ccccc1NC(=S)NCc1cccn1C
10) COCCN1Cc2cccc(C(=O)NCc3cccnc3)c2C1=O
8) CCc1ccc(NC(=O)c2sc3nc4n(c(=O)c3c2C)CCC4)cc1
entry no.	3	10	8
hgDAF12 agonist	1.4	-1.7	1.8
DAX1 inh-1	0.2	0.8	0.4
ssDAF12 agonist	-1.1	-0.3	-0.7
sPLA2-III inh	2	3	1
PG9 binder	-3.2	0.9	0.9
PLCb3 inh	-26	4	-13
DAX1 inh-2	0.1	1.5	-0.2
hcDAF-12 act	-0.7	1.7	1.8
FXN GAA850 act	2.8	0.2	2.0
SMARCA2 act	4	3	1
NR1D1 modulator	-2	-4	-7

# (cont.)
11) CC1CCN(C(=O)COC(=O)c2cc(S(=O)(=O)N3CCOCC3)ccc2Cl)CC1
12) CN1CCN(C(=S)Nc2ccc(Cl)c(Cl)c2)CC1
13) Cc1ccc(S(=O)(=O)CCSc2nc(C)cc(C(F)(F)F)c2C#N)cc1
14) CC1CC1C(=O)OCC(=O)NCc1ccccc1 (stereo unspecified)
15) OC12CCCCC1C(c1ccc3c(c1)OCO3)N(Cc1cccc(F)c1)CC2 (stereo unspecified)
16) CCc1ccc(OCCOCCN2CCN(C)CC2)cc1
17) O=c1[nH]c(COc2ccccc2)nc2ccccc12
18) CCN(C(=O)CN1C(=S)NC(C)(C)CC1C)c1ccc(C)c(C)c1 (stereo unspecified)
19) COc1cccc(OCCNS(=O)(=O)c2cccc([N+](=O)[O-])c2)c1
20) CC(C)C[C@H]1CN=C(N(C)C)N1CC1CCCC1
entry no.	11	12	13	14	15	16	17	18	19	20
hgDAF12 agonist	1.2	-1.7	-3.5	-0.1	-1.4	0.7	8.9	-4.7	-3.8	-0.2
DAX1 inh-1	-0.3	-0.3	-1.9	0.8	0.1	0.6	4.1	-0.5	-0.2	1.3
ssDAF12 agonist	-0.1	-1.8	-1.0	-1.1	-1.1	-1.0	-0.5	-1.7	-1.3	-0.6
sPLA2-III inh	-1	8	-4	7	-23	4	-5	15	-3	1
PG9 binder	-0.9	-0.5	1.2	0.7	0.5	1.1	-0.8	2.3	1.1	-0.5
PLCb3 inh	-5	4	1	-6	2	-5	-2	-4	-3	1
DAX1 inh-2	-0.7	0.0	-1.0	1.8	-0.1	-0.1	0.3	2.2	0.6	0.1
hcDAF-12 act	1.4	-2.7	-0.1	-0.5	-0.2	1.0	-1.4	-0.5	-1.8	-0.4
FXN GAA850 act	2.0	-0.8	-4.0	0.2	12*	1.5	3.9	0.5	1.0	-0.3
SMARCA2 act	-2	0	6	-2	-1	-5	4	-2	0	0
NR1D1 modulator	-1	3	7	-4	2	-2	-1	-7	0	4

21) CCN1CCSc2ccc(C(=O)NCc3cc(Br)ccc3OC)cc21
22) CCOc1ccc(OCC(=O)Nc2ccc(OC)cc2)cc1
23) N/C(Cc1ccc([N+](=O)[O-])cc1)=N\OC(=O)COc1ccccc1Cl
24) O=C(c1ccccc1Cl)c1c(O)c2ccccc2oc1=O
25) COc1cccc(-c2noc(CCCC(=O)N3CCOCC3)n2)c1
26) Cc1ccc(-n2cnnn2)cc1Cl
27) NC(=O)c1ccsc1NC(=O)c1cc(=O)c2ccccc2o1
28) CCOC(=O)C1=CCN(S(=O)(=O)c2ccccc2Br)C1c1cccc(C)c1 (stereo unspecified)
29) NC(Cc1ccccc1)c1csc(Nc2nccc(C(F)(F)F)n2)n1 (stereo unspecified)
30) Cc1ccc(C)c(S(=O)(=O)Nc2ccc(O)c(C(=O)O)c2)c1
entry no.	21	22	23	24	25	26	27	28	29	30
hgDAF12 agonist	-2.0	0.2	-0.1	1.2	1.6	0.2	10	-0.7	0.7	1.4
DAX1 inh-1	-0.5	0.2	-0.1	5.6*	1.0	-0.3	1.6	/	/	0.6
ssDAF12 agonist	-1.0	-0.9	-0.9	-0.7	-1.0	-1.4	-0.1	-1.5	-1.1	-0.8
sPLA2-III inh	3	-2	-32	12	2	2	-5	-10	13	-7
PG9 binder	0.1	0.4	-2.8	0.7	-1.2	0.8	-1.2	-1.6	0.6	-1.6
PLCb3 inh	i	8	4	-12	2	1	1	-1	0	0
DAX1 inh-2	0.2	-0.5	-0.7	0.5	-0.7	0.6	2.6	-2.1	1.6	-0.2
hcDAF-12 act	-1.7	-1.1	0.7	-0.7	-0.5	0.1	1.5	-0.6	0.9	-0.7
FXN GAA850 act	1.7	0.2	0.6	-0.3	0.0	2.1	2.7	/	-3.4	2.5
SMARCA2 act	-2	-2	-3	-4	1	-2	7	2	-2	2
NR1D1 modulator	2	5	4	-4	8	0	2	8	-2	-3

31) COc1ccc(OC)c(NC(=O)COC(=O)Cc2ccc(-c3ccccc3)cc2)c1
32) C=CCOc1c(CNn2nnnc2N)cccc1OC
33) CCNC(=S)N1CCC(n2cnc3ccccc32)CC1
34) CCC(C)(C)n1nnnc1C(c1cccnc1)N1CCCC(C)C1 (stereo unspecified)
35) O=C(C1CCC(Cn2c(=S)[nH]c3ccccc3c2=O)CC1)N1CCN(c2ccccc2)CC1 (stereo unspecified)
36) CCn1cc(CN2CCN(Cc3ccc(OC)c(C)c3C)C(CCO)C2)c(C)n1 (stereo unspecified)
37) COc1cc2c(cc1OC)C(C(=O)N1CCCC1)C(c1ccccc1F)N(C)C2=O (stereo unspecified)
38) CCCc1[nH]nc2c1C(c1ccc(OC(=O)c3ccco3)cc1)C(C#N)=C(N)O2 (stereo unspecified)
39) Cc1cccc(C(=O)Nc2sc(-c3ccccc3)cc2C(=O)O)c1
40) CCCN(CC(=O)Nc1ccc(F)c(F)c1F)C(=O)CCc1nc2ccccc2c(=O)[nH]1
entry no.	31	32	33	34	35	36	37	38	39	40
hgDAF12 agonist	0.4	2.4	-2.6	-2.7	-4.7	1.9	1.0	-0.7	7.5	1.3
DAX1 inh-1	0.6	0.8	4.6*	0.1	-1.4	-0.2	-0.8	-0.1	4.0	0.0
ssDAF12 agonist	-1.0	-0.7	-1.5	-0.5	-1.9	-0.3	-0.8	-0.7	-1.2	-1.3
sPLA2-III inh	-47	8	3	0	-4	4	0	-34	-19	-1
PG9 binder	-1.7	1.5	1.4	-0.2	-2.2	-0.4	-1.1	-1.6	0.4	-1.1
PLCb3 inh	1	0	-3	1	5	-1	2	-10	i	-3
DAX1 inh-2	-0.5	0.5	-0.2	-0.2	-2.0	0.6	-0.9	-0.4	1.9	0.4
hcDAF-12 act	-2.4	-1.0	0.8	-0.9	-4.3	-0.6	0.0	1.6	2.9	-0.7
FXN GAA850 act	0.7	-0.8	0.8	1.2	-0.2	2.0	2.1	-1.6	3.0	-1.1
SMARCA2 act	-4	0	0	-2	-3	1	1	1	7	-1
NR1D1 modulator	-5	1	0	0	5	-5	1	5	4	0

41) CN(C)c1ccc(/C=C/C#N)cc1
42) CCn1ncc([N+](=O)[O-])c1C(=O)Nc1ccc(C)c(C)c1
43) COc1ccc(NC(=O)CN(C)C(=O)c2ccc(=O)[nH]c2)cc1
44) CCOc1ccc(/C=N/NC(=O)Cc2csc(Nc3cccc(C(F)(F)F)c3)n2)c(OCC)c1
45) CCn1nnc(NC(=O)c2sc3ccccc3c2Cl)n1
46) CCN(CC)CCNC(=O)c1cc2c(=O)n(C)c3ccccc3c2n1C
47) COC(=O)c1ccc(=O)n(-c2ccc(OC)cc2)c1
48) O=c1c(-c2ccco2)[n+]([O-])c2ccccc2n1OCc1ccccc1[N+](=O)[O-]
49) COC(=O)c1ccc(-n2nnnc2SCC(=O)Nc2ccccc2F)cc1
50) Cc1cccc(N2CCN(S(=O)(=O)c3cccc4nonc34)CC2C)c1 (stereo unspecified)
51) Cc1ccc(N(C)c2nc(N)nc(N)c2N=O)cc1
52) C=CCN(CC=C)C(=O)COC(=O)c1ccc(Sc2ncn[nH]2)c([N+](=O)[O-])c1
entry no.	41	42	43	44	45	46	47	48	49	50	51	52
hgDAF12 agonist	-0.2	-0.6	-3.1	-1.3	10.0	3.7	-2.6	0.9	0.4	-0.7	0.8	1.4
DAX1 inh-1	1.4	2.2	-0.6	-0.2	0.1	2.8	0.5	0.2	-0.6	1.6	/	0.2
ssDAF12 agonist	-0.3	-1.9	-0.5	-1.4	-0.2	-0.4	-1.2	-0.3	-1.0	-1.8	-0.1	-1.2
sPLA2-III inh	5	-4	2	-27	-3	8	11	-1	2	3	-425	-19
PG9 binder	-3.5	-1.4	-1.4	0.1	0.8	-0.2	1.9	-4.1	2.4	-2.5	-3.5	-1.7
PLCb3 inh	-42	-3	-2	-3	0	-16	-6	-10	-6	1	i	-6
DAX1 inh-2	0.0	0.3	-0.5	-0.7	1.4	4.2*	-0.2	-0.5	0.6	-0.5	-0.1	0.5
hcDAF-12 act	-1.4	-2.8	-1.1	-0.9	2.3	-1.5	-1.5	0.7	-1.9	0.4	-0.3	0.6
FXN GAA850 act	-0.2	0.2	1.5	-0.7	3.8	5.4	-1.6	3.3	1.6	0.3	/	-0.1
SMARCA2 act	-3	-1	6	-2	6	0	3	2	-3	4	-5	-1
NR1D1 modulator	-1	2	0	5	-3	1	-1	-5	-6	0	-21	2
